INS-1E GSIS act: primary screen for activators of insulin secretion dependent on glucose, INS-1E cells, GLuc reporter luminescence; INS-1E GLuc reporter insulin secretion, 2-3 h; activation, % at 16.6 µM; 370,000 compounds, 0.61% hits;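 active means lowest replicate activation of at least 40%, so every replicate reaches that level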;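 further: 0% = median of neutral control wells and 100% = median of IBMX positive control wells; some compounds called inactive have numbers as strong as hits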
Cneo AK release: causes C. neoformans cell lysis | adenylate kinase release luminescence, 4 h; normalised: neutral wells 0, clomiphene wells 100 | lysis activity, % at 15 µM | 360,000 compounds, 0.2% hits | AID 651654;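 active means mean lysis activity across replicates of at least 80%, whatever share of replicates individually reach that level; inactive means mean lysis activity below 80%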
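Material: C. neoformans cells; Schedule: 4 h static compound exposure, 37 °C, read 1 h post-reagent; Measured by: adenylate kinase release luminescence; Read-out: signal increase indicating cell lysis; Controls: Clomiphene as positive lysis control.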
PglD inh: blocks C. jejuni PglD acetyltransferase activity | purified PglD enzyme, DTNB colorimetric CoA detection | inhibition, % at 12.5 µM | 360,000 compounds, 0.098% hits | AID 602405; in the data active means inhibition above about 16%, passing the limit was not always enough; further: strong numbers were not always called active
PGC1a acetyl inh: PGC1a acetylation modulation, inhibitor mode. U2OS PGC1a acetylation, AlphaScreen anti-acetyl-lysine; with virally co-expressed GCN5 acetyltransferase. inhibition, % at 15.6 µM. 350,000 compounds, 0.17% hits;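 active means every replicate shows inhibition of at least 40%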;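 further: 0% = neutral control wells and 100% = positive control wells; some results beyond the cut were filed as inactive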
Statin myotox sup: protects C2C12 myotubes from simvastatin toxicity. ATP luminescence, 48 h; scaled: DMSO 0, geranylgeraniol control 100. rescue of ATP level, % at 7.49 µM. 330,000 compounds, 0.78% hits;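 active means mean ATP rescue above about 67%, or every replicate alone reaching that limit, limit read from the data, passing the limit was not always enough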;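 further: myotubes were challenged with 10 µM simvastatin during compound exposure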
FN deposition inh: fibronectin deposition inhibition; AH1F fibroblasts, Alexa488-fibronectin deposition fluorescence, overnight; inhibition, % at 12.6 µM; 350,000 compounds, 0.086% hits; AID 743247;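 active means mean inhibition across replicates of 30% or more, regardless of how many single replicates reach that level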;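 further: positive control wells lacked labelled fibronectin entirely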
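Material: AH1F fibroblast monolayer depositing Alexa488-labelled fibronectin into matrix / Amount: 10000 AH1F cells per well / Signal: fluorescence 485/525 nm / Medium: DMEM, 2% serum / Compound: single dose, pinned / Incubation: 1 h cell adhesion before compound, then overnight fibronectin incubation / Reagent: Alexa488-FN, 24 nM final / Read-out: inhibition of fibronectin deposition signal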
CFTR F508del cor: correctors of CFTR F508del function in bronchial epithelial cells; CFBE cells, YFP halide quenching; stimulated with forskolin plus potentiator P3; % fluorescence drop versus neutral controls; AID 720511; activity (quench increase), % at 7.58 µM; 350,000 compounds, 0.36% hits;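 active means mean added fluorescence quench of at least 8% versus neutral control, with both replicates also reaching 8%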;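 further: cells transiently co-express mutant CFTR-F508del with the halide-sensitive YFP; corrector assay measuring rescue of mutant channel to the surface after 24 h compound exposure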
miR122 inh: miR-122 inhibition in Huh7 cells. Huh7 miR-122 Renilla luciferase sensor, 48 h; neutral wells = 0, positive control = 100. activation (reporter increase), % at 12.5 µM. 340,000 compounds, 0.3% hits. AID 602342;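 active means mean replicate activation score at least 90 and every replicate individually at or above 90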;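 further: higher luciferase means less miR-122 activity so hits act as miR-122 inhibitors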
Active calls of the source: *; · = not tested or not shown; & = joins results of further samples; [ ] = dose if it differs, or a comment.

molecule,INS-1E GSIS act,Cneo AK release,PglD inh,PGC1a acetyl inh,Statin myotox sup,FN deposition inh,CFTR F508del cor,miR122 inh
CC(=O)N1CCc2c(sc(NC(=O)c3ccc([N+](=O)[O-])o3)c2C#N)C1,-9,2,3,-24,·,17,-6.1,-1
Cc1sc2ncnc(NCCCO)c2c1C,7,-2,-2,4,-13,7,4.9,-8
O=C(N/N=C/c1ccc[nH]1)c1ccc(Cl)cc1,11,7,4,16,-20,·,·,-3
Cn1cnnc1SCC(=O)N1CCc2ccccc21,·,-3,2,-1,-5,9,·,0
Cc1nnsc1C(=O)NC(C)c1ccccc1 (stereo unspecified),-5,1,-7,-11,-4,-3,0.0,-2
CCCNC(=O)Nc1ccc2c(c1)OC[C@H](C)N(C(C)=O)C[C@@H](C)[C@H](OC)CN(C)C2=O,-4,·,·,12,-2,-4,1.2,·
CCOc1cccc(CN2CCCC(CCC(=O)NCc3ccccc3F)C2)c1O (stereo unspecified),·,0,3,·,·,3,-0.3,·
CCc1c(C)nc(N2CCOCC2)[nH]c1=O,1,0,-1,·,-6,·,·,-3
CC(CCCC(C)(C)O)NCc1cn[nH]c1-c1ccc2c(c1)OCO2 (stereo unspecified),8,0,-3,·,6,1,-1.3,-1
C[C@@H]1CN([C@H](C)CO)C(=O)c2cc(N(C)C)ccc2O[C@@H]1CN(C)C,12,-2,2,-10,-21,-5,3.5,-6[16.7 µM]
C/C=C/c1cnc2c(c1)C(=O)N([C@H](C)CO)C[C@@H](C)[C@@H](CN(C)S(=O)(=O)c1ccc(OC)cc1)O2,-2,-2,0,-13,32,·,-2.0,-2[16.7 µM]
OC[C@@H]1CN(Cc2ccc(Cl)cc2)C[C@H](n2cnc3c(Nc4ccccc4)ncnc32)O1,-29,-2,3,-7,-1,0,-0.3,-5
COc1cccc(CN(Cc2cccnc2)S(=O)(=O)c2ccc(-n3cnnn3)c(C)c2)c1OC,-14,4,-3,-6,0,·,-2.1,7
Cc1ccc(C)c(NC(=S)N2CCN(S(=O)(=O)c3ccccc3)CC2)c1,-16,-5,3,·,10,4,3.5,·
O=c1c(Cc2c(F)cccc2Cl)c(O)ccn1CCCn1ccnc1,6,·,·,3,·,-4,-4.5,·
COc1ccccc1NC(=O)N1C[C@@H](O)COC[C@@H]2O[C@@H](CC(=O)N3CCC(Cc4ccccc4)CC3)CC[C@H]21,-5,4,-2,-9,12,7,1.5,-4[16.7 µM]
CCNC(=O)Cc1c(OC)ccc2cc(Br)ccc12,4,2,-2,-13,-3,·,-2.4,-16
COc1ccc2oc(-c3ccco3)cc(=O)c2c1,26,-6,-1,2,·,-9,-0.5,-1
CO[C@H]1CN(C)C(=O)c2cc(NS(=O)(=O)CC(F)(F)F)ccc2OC[C@@H](C)N(C)C[C@@H]1C,9,3,-2,·,1,·,·,1[16.7 µM]
Cc1sc2nc(C3CCCCC3)nc(SCC(=O)N3CC(=O)Nc4ccccc43)c2c1C,-7,-1,-4,0,22,·,·,-5
Cc1ccc(S(=O)(=O)N(C)C[C@H]2OCCCC[C@@H](C)Oc3ccc(NC(=O)CCC(F)(F)F)cc3C(=O)N([C@@H](C)CO)C[C@H]2C)cc1,-16,13,1,-22,·,-13,1.1,3[16.7 µM]
NC(=O)C1CCN(C(=O)c2ccc(NS(=O)(=O)c3ccc(Br)s3)cc2)CC1,16,-2,-2,-14,-3,-1,-0.1,7
O=C(CN(C(=O)c1csnn1)c1cccc2ccccc12)NC1CCCC1,11,·,·,11,14,-1,0.5,·
CCCN1CCN(CCCNC(=O)c2ccccc2NC(=O)C2=C(C)OCCS2)CC1,11,-1,-4,8,-3,7,1.9,1
COc1ccc(C(C)=O)cc1COC(=O)Cc1cc(OC)c(OC)c(OC)c1,16,0,0,9,39,7,-1.0,-5
C/C=C/c1cnc2c(c1)C(=O)N([C@@H](C)CO)C[C@@H](C)[C@H](CN(C)C(=O)Nc1cccc(OC)c1)O2,11,-4,2,6,18,3,-2.1,8[16.7 µM]
CCc1ccc(NC(=O)Nc2ccsc2C(=O)OC)cc1,-36,-15,0,·,-15,·,0.4,4
CCOCC(=O)Nc1cccc(C(=O)OCC)c1,·,1,-1,-10,·,·,·,-3
CCOc1cc(/C=N/O)cc(Br)c1OCc1ccc(Cl)cc1,·,1,4,-5,·,2,·,3
Cc1cc(C)n(-c2nc3ccccc3nc2N2CCN(C(=O)c3ccc(Cl)cc3)CC2)n1,-13,8,-6,1,14,·,2.0,·
CCOC(=O)C1CCCN(C(=O)c2cccc3ccccc23)C1 (stereo unspecified),-17,0,1,4,-5,-1,-3.2,-4
C[C@@H](NC(=O)[C@@H]1[C@@H](CO)[C@@H]2Cn3c(ccc(-c4ccccc4)c3=O)[C@H]1N2C)c1ccccc1,-6,-2,2,·,-13,·,-0.2,-1[16.7 µM]
COc1cccc(C(=O)O)c1OS(=O)(=O)c1ccc(C)cc1,8,0,0,·,·,-3,-2.5,·
COc1ccc(C(=O)COC(=O)C(CCSC)NS(=O)(=O)c2ccc(Cl)cc2)cc1 (stereo unspecified),-18,10,6,-4,·,·,·,-4
COc1ccc(CCC(=O)N(C)CC(=O)Nc2ccc(N3CCOCC3)cc2)cc1,10,1,4,-13,-1,12,1.8,-3
O=C(C[C@H]1CC[C@@H]2[C@H](COC[C@@H](O)CN2C(=O)C2CCCC2)O1)NCc1ccncc1,-2,-3,-4,3,-9,4,2.8,2[16.7 µM]
NC(=O)c1ccc(NC(=O)CS(=O)(=O)c2cn(CC(=O)N3CCCCC3)c3ccccc23)cc1,8,2,-2,5,2,4,-0.3,-7
O=c1[nH]nc(Cc2ccccn2)c2ccccc12,·,2,2,15,2,·,·,0
O=C(c1cc2ccccc2cc1OCC(O)CN1CCCCC1)N1CCCCC1 (stereo unspecified),·,0,-2,-2,-3,-11,-2.0,0
CN(C)CCCNc1cc(O)c2ncccc2c1,-24,6,-7,13,1,1,-2.8,1
C[C@@H]1CN([C@H](C)CO)S(=O)(=O)c2ccc(-c3ccncc3)cc2O[C@@H]1CN(C)Cc1ccc(Oc2ccccc2)cc1,-1,-8,2,-8,-35,16,1.7,4[16.7 µM]
CCCOc1ccc(/C=N/O)cc1,·,-3,4,8,9,4,·,-4
Cc1ccc2c(CN(C)Cc3ccc(Cl)cc3)cc(=O)oc2c1,11,-1,4,·,-3,-6,4.2,·
Cc1c(C(C)(C)O)[nH]c2ccc(C(F)(F)F)cc12,-43,-1,-3,0,-10,-6,-3.7,6
O=C(C[C@H]1CC[C@H]2[C@@H](COC[C@@H](O)CN2Cc2ccc(F)cc2)O1)N1CCc2ccccc2C1,-5,-4,20,-9,31,-7,1.5,50[16.7 µM]
Cc1nn(-c2ccccc2)c(N2CCCC2)c1/C=N/NC(=O)c1cc(-c2cccnc2)nc2ccccc12,-45,5,4,0,·,7,·,-9
COc1ccccc1C1C(C(=O)c2cc3ccccc3o2)=C(O)C(=O)N1CCN1CCOCC1 (stereo unspecified),·,2,-1,8,7,-1,·,-3
COc1ccc(N=Nc2c(N)nn(C)c2N)cc1,7,·,·,-1,-6,-2,-1.3,1
COc1ccc(NC(=O)COC(=O)C(NC(=O)c2ccc(C)cc2)C(C)C)cn1 (stereo unspecified),-6,-1,-6,·,1,-1,1.3,·
COCCNC(=O)C[C@H]1C[C@@H]2c3cc(N(C)C)ccc3O[C@@H]2[C@H](CO)O1,16,-1,-2,-1,-4,·,-2.4,6[16.7 µM]
COc1ccccc1C(=O)NC(=S)Nc1ccc(NC(=O)c2ccco2)cc1,3,1,3,45,16,-13,-2.1,-1
Cc1c(NC(=O)Nc2ccccc2Cl)sc(=S)n1C,·,-1,-6,·,-8,-3,·,-13
COCCn1c(C)cc(C2=NNC(=Nc3ccc(F)cc3)SC2)c1C,2,-2,4,-2,-27,·,0.9,-3
CCN1[C@H](C(=O)NC2CCCC2)[C@@H](CO)[C@@H]2Cn3c(ccc(-c4ccccc4F)c3=O)[C@@H]21,4,-3,0,-9,4,·,-0.2,6[16.7 µM]
CC(C)NC(=O)Nc1ccc2c(c1)C(=O)N([C@@H](C)CO)C[C@H](C)[C@H](CN(C)Cc1ccncc1)O2,3,-1,-1,-3,13,·,1.4,3[16.7 µM]
C=CCNC(=O)COC(=O)COc1ccc(Cl)cc1,10,1,7,6,8,·,1.6,6
CC1CC(C)CN(C(=O)CCC(=O)Nc2nnc(C3CCCCC3)s2)C1 (stereo unspecified),-15,-1,1,-3,13,11,-0.7,2
COc1cccc(CN(C)C(=O)c2ccc(S(=O)(=O)Nc3ccccc3F)cc2)c1OC,-1,4,-4,·,4,1,-0.2,4
CCc1ccccc1NC(=O)Cn1nc(C)n2cccc2c1=O,11,-1,5,·,-5,-1,-2.3,-4
O=C(COc1ccc(C(=O)c2ccccc2)cc1)NC1CCCCC1,-2,0,2,·,·,0,·,-3

(list continues)
molecule,INS-1E GSIS act,Cneo AK release,PglD inh,PGC1a acetyl inh,Statin myotox sup,FN deposition inh,CFTR F508del cor,miR122 inh
CCC(=O)Nc1ccc2c(c1)OC[C@@H](C)N(Cc1ccccc1)C[C@@H](C)[C@@H](OC)CN(C)C2=O,0,-2,7,-7,12,-6,-2.1,-1[16.7 µM]
C[C@H](CO)N1C[C@H](C)[C@@H](CN(C)Cc2ccccc2)Oc2ccc(NS(=O)(=O)c3ccc(F)cc3)cc2CC1=O,-35,5,8,-3,57,-32,0.6,-7[16.7 µM]
C=CCc1ccccc1OCCOc1ccc([N+](=O)[O-])cc1/C=N/NC(N)=O,11,·,·,2,·,-1,1.2,·
Cc1nc2ccc(NC(=S)NC3CC3)cc2nc1C,0,-6,-5,-3,·,-6,·,-8
CCOC(=O)c1cc2c(=O)n3cccc(C)c3nc2n(CC2CCCO2)c1=NC(C)=O (stereo unspecified),·,2&-2,3&-5,6,0&-9,-5,2.9,-6
